Assay outcomes deposited in PubChem by Sanford-Burnham Center for Chemical Genomics.
UPR CHOP act: activators of apoptotic CHOP UPR arm, primary screen, cell-based, CHO-CHOP luciferase reporter, luminescence, uHTS. UPR activation; percent of tunicamycin response over DMSO baseline. activation, % at 10 µM. hit rate 0.34% among 330,000;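 active = at 10 µM dose, activation of 40% or more, normalized to positive control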;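 note: 100% = tunicamycin at 10 µg/mL and 0% = DMSO alone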
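System: CHO-CHOP luciferase reporter cell line; amount: 500 cells/well; buffer or medium: F12 medium containing 10% fetal bovine serum; incubation: 6 h compound exposure at 37 °C after overnight seeding; measured by: luciferase luminescence after 10 min with Steady-Glo reagent; evaluation: % reporter activation, DMSO baseline versus tunicamycin full activation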
CCR6 antag: CCR6 receptor antagonists, primary screen, cell-based, CHO-K1, luminescence, beta-arrestin, uHTS | C-C chemokine receptor type 6 (Homo sapiens), P51684 | CHO-K1 CCR6 PathHunter beta-arrestin, CCL20-stimulated | inhibition, % at 20 µM | hit rate 0.49% among 340,000 | AID 493098, 2011;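 active = compounds whose inhibition of the agonist-driven luminescence signal at 20 µM reaches about 50%, limit read from the data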;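 note: cells stimulated with CCL20 at 14 nM final; plate controls were DMSO with CCL20 for no effect and DMSO without agonist for full effect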
Target sequence (P51684 whole entry, looked up): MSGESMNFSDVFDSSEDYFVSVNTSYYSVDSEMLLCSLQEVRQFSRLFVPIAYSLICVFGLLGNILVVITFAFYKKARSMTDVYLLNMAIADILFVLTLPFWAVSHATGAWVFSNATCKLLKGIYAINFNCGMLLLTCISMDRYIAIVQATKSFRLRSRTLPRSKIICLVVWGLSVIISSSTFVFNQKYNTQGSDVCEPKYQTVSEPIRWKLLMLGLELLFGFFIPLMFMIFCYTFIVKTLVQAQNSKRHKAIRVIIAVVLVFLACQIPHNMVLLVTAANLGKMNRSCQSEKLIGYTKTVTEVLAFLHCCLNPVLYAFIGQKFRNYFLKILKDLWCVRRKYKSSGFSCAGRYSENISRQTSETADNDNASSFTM
APJ ag: agonists of human apelin receptor APJ, primary screen, CHO-K1 cells, PathHunter beta-arrestin, luminescence; 0% DMSO wells, 100% apelin; activation, % at 20 µM; hit rate 0.11% among 330,000;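 active = activation more than six SD over the plate average, tested at 20 µM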;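 note: 0% = DMSO alone and 100% = apelin-13 at 10 nM; some results filed as inactive read as strong as hits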
Target sequence (P35414 whole entry, looked up): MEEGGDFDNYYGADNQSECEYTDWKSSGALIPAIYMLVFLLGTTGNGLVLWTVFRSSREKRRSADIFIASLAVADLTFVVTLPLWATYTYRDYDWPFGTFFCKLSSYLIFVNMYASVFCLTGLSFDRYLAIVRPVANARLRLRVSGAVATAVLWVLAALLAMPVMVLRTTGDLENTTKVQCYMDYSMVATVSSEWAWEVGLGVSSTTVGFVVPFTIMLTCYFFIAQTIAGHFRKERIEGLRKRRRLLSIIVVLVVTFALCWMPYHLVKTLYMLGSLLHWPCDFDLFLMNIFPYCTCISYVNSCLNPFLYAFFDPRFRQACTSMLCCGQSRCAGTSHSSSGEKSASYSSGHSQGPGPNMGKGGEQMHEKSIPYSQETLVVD
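Material: CHO-K1 APJ beta-arrestin complementation cell line; Input: cell density 1000 per well; Incubation: compound stimulation 90 min at 25 °C, detection 60 min; Signal: luminescence from split beta-galactosidase complementation, Galacton Star/Emerald II substrate; Controls: DMSO-only wells as negative, 10 nM Apelin-13 as positive control.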
CXCR6 inh: CXCR6 receptor inhibitors, primary screen, cell-based, beta-arrestin, luminescence, CHO-K1 PathHunter, 1536-well | hit rate 0.36% among 360,000 | C-X-C chemokine receptor type 6 (Homo sapiens), O00574 | inhibition, % at 20 µM; in the data active = inhibition above about 34%, passing the limit was not always enough;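 note: antagonist mode with CXCL16 agonist at 10 nM final; 0% = 10 nM CXCL16 with DMSO and 100% = unstimulated wells without agonist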
EBI2 antag: EBI2 receptor antagonists, beta-arrestin recruitment, primary screen, cell-based, luminescence, 7a,25-OHC stimulation, uHTS; G-protein coupled receptor 183 (Homo sapiens), P32249; 7a,25-OHC stimulated; inhibition, % at 5 µM; hit rate 0.81% among 360,000; in the data active = inhibition above about 38%;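 note: enzyme fragment complementation signal reports receptor beta-arrestin coupling in cells; 0% = agonist plus DMSO wells and 100% = wells without agonist; some results beyond the cut were filed as inactive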
Target sequence (P32249 whole entry, looked up, the tested form may be a part): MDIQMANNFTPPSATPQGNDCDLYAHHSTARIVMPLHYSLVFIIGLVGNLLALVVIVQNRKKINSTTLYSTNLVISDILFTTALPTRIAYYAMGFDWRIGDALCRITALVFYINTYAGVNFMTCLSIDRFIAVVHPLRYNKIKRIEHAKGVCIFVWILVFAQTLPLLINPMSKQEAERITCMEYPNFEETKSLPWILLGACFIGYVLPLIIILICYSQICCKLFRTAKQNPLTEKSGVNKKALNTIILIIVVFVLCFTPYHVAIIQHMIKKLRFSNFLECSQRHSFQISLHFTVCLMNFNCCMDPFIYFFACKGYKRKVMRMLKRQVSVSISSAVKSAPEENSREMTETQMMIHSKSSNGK
tim23-1 inh: growth inhibitors of tim23-1 mutant yeast, primary screen, luminescence, uHTS | S. cerevisiae tim23-1 growth, BacTiter-Glo luminescence, 24 h | inhibition, % at 20 µM | hit rate 1.3% among 330,000;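 active = growth inhibition of the mutant yeast at or above 50%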;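 note: temperature-sensitive mutant grown at 25 °C; plate controls were DMSO-treated mutant yeast for no effect and medium wells lacking yeast for full effect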
UPR XBP1 act: activators of adaptive XBP1 UPR arm, primary screen, cell-based, CHO-XBP1 luciferase reporter, luminescence, uHTS; IRE1-XBP1 UPR activation; percent of tunicamycin response, DMSO as zero; AID 463104, 2010; activation, % at 20 µM; hit rate 0.33% among 330,000;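 active = versus positive control, 20 µM dose yields 30% or more activation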;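 note: 100% = tunicamycin at 10 µg/mL and 0% = DMSO only wells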
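Material: CHO cell line with stable XBP1 luciferase reporter; schedule: 16-18 h cell attachment at 37 °C, then 6 h compound exposure; signal: glow luminescence from Steady-Glo reagent; medium: serum-containing F12 medium, 10% FBS; benchmarks: tunicamycin 10 µg/mL and vehicle-only wells; read-out: percent activation relative to tunicamycin reference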
Mdm2 MdmX PPI: inhibitors of human Mdm2-MdmX association, primary screen, cell-based, luminescence, split luciferase, SaOS-2, uHTS; Protein Mdm4 (Homo sapiens) + E3 ubiquitin-protein ligase Mdm2 (Homo sapiens), …; SaOS-2 split-luciferase Mdm2/MdmX complementation; inhibition, % at 8 µM; hit rate 3% among 330,000;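 active = inhibition of at least 50% at 8 µM in the primary screen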
APJ antag: antagonists of human apelin receptor APJ, primary screen, CHO-K1 cells, beta-arrestin complementation, luminescence; P35414; inhibition, % at 20 µM; hit rate 0.32% among 330,000;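 active = inhibition above about 40% at 20 µM, limit read from the data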;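 note: cells challenged with 10 nM apelin-13 agonist together with compound; plate controls were apelin-13 plus DMSO wells for no effect and DMSO wells lacking apelin-13 for full effect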
* = called active by the depositor. Only part of the results is shown (hit frequency here may not be typical).

Order of results: UPR CHOP act	CCR6 antag	APJ ag	CXCR6 inh	EBI2 antag	tim23-1 inh	UPR XBP1 act	Mdm2 MdmX PPI	APJ antag
#1 CCOC(=O)c1cc(-c2ccc(F)cc2)n(CC(=O)N2CCCC2)c1C
    -3.3	-1	-5	-2	-7	19	-4	-1	3
#2 Cc1sc2ncnc(OCC(=O)NCc3cccs3)c2c1C
    2.6	11	-5	-5	-2	16	-1	18	7
#3 O=S1(=O)NC(=NC2CCCCCC2)c2ccccc21
    -0.5	11	2	-7	-9	15	0	8	-19
#4 COc1ccc(CN(C)C(=O)c2ccc(NS(=O)(=O)c3ccccc3)cc2)c(OC)c1
    -0.7	13	-6	4	-6	1	0	23	6
#5 O=C(C1CCCN(S(=O)(=O)c2cnc[nH]2)C1)N1CCN(Cc2ccccc2)CC1 (stereo unspecified)
    12	-3	0	-3	-5	6	2	-10	2
#6 O=C(CN1CCOCC1)N1N=C(c2cccs2)CC1c1cccs1 (stereo unspecified)
    -1.0	9	-2	6	-14	6	-2	-35	1
#7 Cc1oc2c(C)c3oc(=O)c(CCC(=O)N[C@@H](CC(C)C)C(=O)O)c(C)c3cc2c1C
    0.9	13	-3	0	6	14	-1	15	9
#8 CN(C)S(=O)(=O)c1ccc(N2CCOCC2)c(C(=O)O)c1
    1.5	0	-3	-2	-4	9	4	-11	11
#9 Cc1ccc(/C=C/C(=O)O)cc1S(=O)(=O)Nc1ccc2c(c1)OCO2
    0.2	-3	-2	2	-5	4	-2	-14	4
#10 O=C(CCCO)NNc1c2ccccc2nc2ccccc12
    1.9	4	1	10	-5	-12	0	6	11
#11 CC1Cc2ccccc2N1C(=O)CSc1nc2cc3c(cc2cc1C#N)OCO3 (stereo unspecified)
    4.7	6	4	2	7	8	-2	33	-19
#12 COc1ccc(/C=C/C(=O)NC2CCCCC2C)cc1 (stereo unspecified)
    4.2	5	-2	7	16	21	-1	9	2
#13 FC(F)(F)c1ccncc1-c1nnc(C2CCCCC2)o1
    2.6	12	0	-1	-5	12	-3	-10	7
#14 CCCn1c(SCC(=O)NCc2ccc3c(c2)OCO3)n[nH]c1=O
    -2.4	-1	-2	7	-5	8	-2	-27	-16
#15 COc1ccccc1-n1nc(C)cc1N
    -0.4	4	0	-2	-3	6	-4	17	-6
#16 Cn1cnnc1SCc1ccc(-c2ccc(Br)cc2)o1
    1.8	-16	-1	9	14	31	-1	19	7
#17 COc1ccc2c(c1)[C@H]1[C@H](CO2)[C@H](c2ccccc2)[C@]2(C)C(=O)Nc3ccc(C)cc3C(=O)N12
    -0.3	-8	-2	17	7	51*	0	40	-3
#18 O=C(NCCC1CCCCN1S(=O)(=O)c1cccs1)C(=O)Nc1cccc(F)c1 (stereo unspecified)
    1.0	8	-5	6	-12	25	3	8	8
#19 C[C@H](NC(=O)c1nc[nH]c1C(=O)NCC(=O)OC(C)(C)C)C(=O)OC(C)(C)C
    -1.3	-6	-4	-8	-7	15	-1	3	6
#20 CS(=O)(=O)N1CCN(C(=O)c2ccc(F)cc2)CC1
    -1.0	4	1	-3	-3	-6	1	14	2
#21 COC(=O)c1ccc(NC(=O)CSCc2ccccc2C)cc1
    0.9	16	-4	-7	11	38	1	-27	23
#22 COc1ccccc1C(C)NCC(=O)NC(=O)NCc1ccco1 (stereo unspecified)
    1.0	0	4	-1	2	6	-3	12	-45
#23 CCOc1ccc(NC(=O)CN(C)C(=O)c2sccc2-c2ccccc2)cc1OCC
    0.2	14	4	-6	2	14	-1	-4	-55
#24 Cc1cc(S(=O)(=O)N2CCCCC2CCNC(=O)C(=O)NCC2CCCO2)ccc1F (stereo unspecified)
    0.2	-6	2	-8	8	12	0	-2	7
#25 O=C(COc1ccc(Cl)cc1Br)NC(=O)NCc1ccccc1
    -1.7	8	-2	-8	2	0	1	11	12
#26 CN(CC(=O)Nc1ccccc1C(F)(F)F)C(=O)c1ccccc1Sc1ccccc1C#N
    3.6	16	0	-4	5	34	0	6	9
#27 CC(=O)c1c(C)nn(CC(O)COc2ccc3c(c2)CCC3)c1C (stereo unspecified)
    0.0	16	2	-8	0	14	-1	7	5
#28 Cc1c(C(=O)NCc2ccccc2)c(-c2ccccc2)nn1-c1ccccc1
    -1.7	5	-4	6	0	40	-4	5	4
#29 COc1cccc(CN2CCCC(C(=O)c3ccc4c(c3)OCO4)C2)c1OC (stereo unspecified)
    -0.6	11	-2	-6	-8	13	3	16	3
#30 CCC(=O)Nc1ccc(NC(=O)CSc2nnc(C(C)C)n2C)cc1
    2.2	2	-2	-4	-1	3	-3	9	16

Laid out differently: results already given.
(1) CCOC(=O)c1cc(-c2ccc(F)cc2)n(CC(=O)N2CCCC2)c1C
(2) Cc1sc2ncnc(OCC(=O)NCc3cccs3)c2c1C
(3) O=S1(=O)NC(=NC2CCCCCC2)c2ccccc21
(4) COc1ccc(CN(C)C(=O)c2ccc(NS(=O)(=O)c3ccccc3)cc2)c(OC)c1
(5) O=C(C1CCCN(S(=O)(=O)c2cnc[nH]2)C1)N1CCN(Cc2ccccc2)CC1 (stereo unspecified)
(6) O=C(CN1CCOCC1)N1N=C(c2cccs2)CC1c1cccs1 (stereo unspecified)
(7) Cc1oc2c(C)c3oc(=O)c(CCC(=O)N[C@@H](CC(C)C)C(=O)O)c(C)c3cc2c1C
(8) CN(C)S(=O)(=O)c1ccc(N2CCOCC2)c(C(=O)O)c1
(9) Cc1ccc(/C=C/C(=O)O)cc1S(=O)(=O)Nc1ccc2c(c1)OCO2

Compound | 1 | 2 | 3 | 4 | 5 | 6 | 7 | 8 | 9
UPR CHOP act | -3.3 | 2.6 | -0.5 | -0.7 | 12 | -1.0 | 0.9 | 1.5 | 0.2
CCR6 antag | -1 | 11 | 11 | 13 | -3 | 9 | 13 | 0 | -3
APJ ag | -5 | -5 | 2 | -6 | 0 | -2 | -3 | -3 | -2
CXCR6 inh | -2 | -5 | -7 | 4 | -3 | 6 | 0 | -2 | 2
EBI2 antag | -7 | -2 | -9 | -6 | -5 | -14 | 6 | -4 | -5
tim23-1 inh | 19 | 16 | 15 | 1 | 6 | 6 | 14 | 9 | 4
UPR XBP1 act | -4 | -1 | 0 | 0 | 2 | -2 | -1 | 4 | -2
Mdm2 MdmX PPI | -1 | 18 | 8 | 23 | -10 | -35 | 15 | -11 | -14
APJ antag | 3 | 7 | -19 | 6 | 2 | 1 | 9 | 11 | 4

More records follow:
Order of results: UPR CHOP act	CCR6 antag	APJ ag	CXCR6 inh	EBI2 antag	tim23-1 inh	UPR XBP1 act	Mdm2 MdmX PPI	APJ antag
#31 COc1ccc(/C(O)=C2/C(=O)C(=O)N(CCCN(C)C)C2c2ccccc2)cc1OC (stereo unspecified)
    0.2	6	-4	-2	-2	-9	-1	4	23
#32 CCCS(=O)(=O)N1CCC(C(=O)N2CCOCC2)CC1
    -0.5	-27	-3	5	-6	11	3	6	5
#33 CCNc1nc(NCC)n2c(SCC(=O)NC34CC5CC(CC(C5)C3)C4)nnc2n1
    -0.1	11	-1	-2	-4	12	-4	14	-7
#34 C=CCn1c(-c2c[nH]c3ccccc23)n[nH]c1=S
    2.4	12	8	-4	0	10	3	-10	0
#35 Cc1cccc(NC(=O)c2cc(-c3cc(C)ccc3O)n[nH]2)c1
    5.6	-1	-4	5	2	5	6	-72	-10
#36 O=C(COC(=O)CN1CCSC1=O)Nc1ccc(F)cc1Cl
    0.6	6	-1	3	1	-5	-3	-12	-5
#37 CCOc1ccc(N2C(=O)C3C4C=CC([C@H]5CC45)[C@@H]3C2=O)cc1 (stereo partly specified)
    0.4	7	-1	-28	-4	13	-2	-23	-10
#38 CC(=O)NNc1[nH]c2c(c(=O)c1[N+](=O)[O-])c(=O)n(C)c(=O)n2C
    -2.0	-5	-4	-3	-3	12	-2	-37	-2
#39 O=C(O)CC/C(=N/NC(=O)CNC(=O)c1ccc2c(c1)OCCO2)c1ccccc1
    5.8	5	-3	24	7	4	-2	5	0
#40 Cc1ccc(NC(=O)CN(C)C(=O)CSc2nc3ccccc3c(=O)n2Cc2ccco2)cc1
    1.8	3	-3	3	1	16	-2	26	1
#41 Fc1ccccc1N1CCN(Cc2nc(-c3ccc(Cl)cc3Cl)no2)CC1
    -1.4	5	4	-1	-5	26	-3	8	5
#42 CC(C)n1cnnc1SCC(=O)Nc1cccc(S(=O)(=O)N(C)c2ccccc2)c1
    -0.5	17	-2	-3	-10	2	-1	19	-2
#43 O=C(Cc1ccc(F)cc1)Nc1c2c(nn1-c1cccc(Cl)c1)CS(=O)C2 (stereo unspecified)
    0.4	-3	0	-10	1	-4	-1	13	1
#44 CCOc1ccc(-n2c(CCc3ccccc3)n[nH]c2=S)cc1
    0.0	11	-3	1	-8	17	-2	8	19
#45 C=CCn1c(O)c(C(CC)=Nc2ccccc2NC(=O)CC)c(=O)[nH]c1=O
    -0.9	4	-1	-16	4	9	-2	-2	-6
#46 O=C(NNC(=O)C12CC3CC(CC(C3)C1)C2)c1ccccc1F
    2.2	-9	0	-3	-7	15	0	-40	-4
#47 Cc1nnc2n(-c3ccccc3)c(=O)c3c4c(sc3n12)CC(C)CC4 (stereo unspecified)
    0.2	-4	-4	9	-4	25	0	10	8
#48 COc1ccc(CN2C(=O)CN=C2Nc2cc(C)ccc2C)cc1
    -1.6	15	1	12	4	-2	-1	6	-1
#49 CC(CCc1ccccc1)NC(=O)C1CCN(S(=O)(=O)c2ccc(F)cc2)CC1 (stereo unspecified)
    3.1	13	-4	1	7	13	-2	4	7
#50 O=C(c1cc2cccc([N+](=O)[O-])c2oc1=O)N1CCOCC1
    3.0	9	-5	-15	-10	0	-3	8	10
#51 CNC(=S)NNC(=O)c1oc2nc(-c3ccccc3)cc(C)c2c1N
    1.3	33	-2	17	12	-6	-1	-38	17
#52 COc1ccccc1CC(=O)Nc1ccc2c(c1)OC1(CCCC1)O2
    3.0	1	-1	3	3	30	7	-40	2
#53 Nc1nc2ncc(C(=O)c3cc(F)ccc3O)cc2s1
    2.3	5	-4	1	-17	7	0	-7	2
#54 CCOC(=O)CC(=O)Nc1ccc(Br)cc1C(=O)O
    -0.5	-9	-3	2	-8	-15	0	-3	8
#55 Cc1ccc2c(Cl)c(C)c(N3CCCCC3)nc2n1
    2.3	15	5	2	3	67*	-1	8	11
#56 COc1ccc(C(=O)c2sc3nc(-c4ccc(OC)cc4)ccc3c2N)cc1
    1.3	-8	-2	0	17	3	3	-32	-15
#57 Cc1ccc(S(=O)(=O)NNC2=NCCCCC2)cc1
    -0.1	-8	-2	1	1	18	1	-27	1
